CCR6 antagonist: CCR6 (human) receptor antagonism; P51684; CHO-K1 CCR6 PathHunter beta-arrestin, luminescence, CCL20-stimulated; inhibition, % at 20 µM; 340,000 compounds, 0.49% hits;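 active means compounds whose inhibition of the agonist-driven luminescence signal at 20 µM reaches about 50%, limit read from the data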;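 further: cells stimulated with CCL20 at 14 nM final; plate controls were DMSO with CCL20 for no effect and DMSO without agonist for full effect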
APOBEC3G inh: blocks human APOBEC3G single-stranded DNA deamination; inhibition, % at 20 µM; AID 493012; 330,000 compounds, 0.28% hits; Q9HC16; recombinant A3G, ssDNA deamination FAM/TAMRA fluorescence;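 active means inhibition of at least 40% at 20 µM, with no more than 30% in the related APOBEC3A deaminase screen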;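 further: plate controls were DMSO wells with A3G for no effect and wells lacking A3G enzyme for full effect; some compounds called inactive have numbers as strong as hits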
Target sequence (Q9HC16 whole entry, looked up): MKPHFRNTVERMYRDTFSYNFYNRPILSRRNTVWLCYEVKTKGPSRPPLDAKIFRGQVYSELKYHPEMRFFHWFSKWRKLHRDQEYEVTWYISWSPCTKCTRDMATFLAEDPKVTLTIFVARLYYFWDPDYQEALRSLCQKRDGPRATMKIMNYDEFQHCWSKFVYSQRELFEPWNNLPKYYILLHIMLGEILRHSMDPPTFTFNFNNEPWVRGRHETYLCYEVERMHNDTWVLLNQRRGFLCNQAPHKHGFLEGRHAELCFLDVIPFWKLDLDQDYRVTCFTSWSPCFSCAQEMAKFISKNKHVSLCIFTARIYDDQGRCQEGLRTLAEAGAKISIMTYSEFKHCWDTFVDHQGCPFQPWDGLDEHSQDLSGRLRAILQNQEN
EBI2 antag: EBI2 (human) antagonism; P32249; EBI2 beta-arrestin recruitment, luminescence, 7a,25-OHC stimulated; inhibition, % at 5 µM; 360,000 compounds, 0.81% hits; in the data active means inhibition above about 38%;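 further: enzyme fragment complementation signal reports receptor beta-arrestin coupling in cells; 0% = agonist plus DMSO wells and 100% = wells without agonist; some results beyond the cut were filed as inactive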
CXCR6 inh: inhibitors of human CXCR6 receptor; CHO-K1 PathHunter CXCR6 beta-arrestin, luminescence; inhibition, % at 20 µM; 360,000 compounds, 0.36% hits; AID 602244; in the data active means inhibition above about 34%, passing the limit was not always enough;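 further: antagonist mode with CXCL16 agonist at 10 nM final; 0% = 10 nM CXCL16 with DMSO and 100% = unstimulated wells without agonist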
Target sequence (O00574 whole entry, looked up): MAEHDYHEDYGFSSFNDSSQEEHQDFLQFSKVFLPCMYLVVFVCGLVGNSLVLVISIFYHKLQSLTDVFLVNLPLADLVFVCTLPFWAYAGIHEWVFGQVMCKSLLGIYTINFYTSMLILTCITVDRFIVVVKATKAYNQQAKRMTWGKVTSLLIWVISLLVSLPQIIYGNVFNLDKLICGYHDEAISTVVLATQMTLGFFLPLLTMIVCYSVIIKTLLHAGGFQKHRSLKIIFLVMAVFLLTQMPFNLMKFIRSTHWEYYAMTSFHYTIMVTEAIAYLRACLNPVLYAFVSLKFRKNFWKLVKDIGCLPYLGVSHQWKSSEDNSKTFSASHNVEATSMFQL
NR3A LBD binder: NR3A (human) ligand-binding domain modulation; 340,000 compounds, 2.5% hits; NR3A LBD differential scanning fluorimetry, Tm shift; 0% = protein alone, 100% = glycine-bound protein; AID 1259313; Tm shift relative to glycine control, % at 25 µM;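 active means melting temperature shift of at least 10% of the positive control shift, at one fixed dose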
Gli-Sufu antag: antagonists of Gli-Sufu signaling | 340,000 compounds, 0.74% hits | Sufu-KO-LIGHT fibroblasts, Gli luciferase reporter luminescence | inhibition, % at 5 µM;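 active means inhibition above about 55%, limit read from the data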;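 further: 0% = DMSO-treated cells and 100% = wells with medium but no cells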
APOBEC3A inh: inhibitors of human APOBEC3A DNA deaminase; P31941; recombinant A3A, FAM/TAMRA ssDNA deamination fluorescence; inhibition, % at 20 µM; 330,000 compounds, 0.41% hits;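 active means at least 40% inhibition at 20 µM here, with at most 30% in a related deaminase screen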;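 further: plate controls were A3A with DMSO for no effect and wells lacking A3A enzyme for full effect; some results filed as inactive read as strong as hits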
Target sequence (P31941 whole entry, looked up): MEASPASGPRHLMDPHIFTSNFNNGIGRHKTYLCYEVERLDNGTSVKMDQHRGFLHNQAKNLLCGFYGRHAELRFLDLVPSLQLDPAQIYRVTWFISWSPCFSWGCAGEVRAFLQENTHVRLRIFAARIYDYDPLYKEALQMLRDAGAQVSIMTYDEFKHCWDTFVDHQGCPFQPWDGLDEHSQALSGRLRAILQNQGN
MPTP inh: permeability transition pore inhibition; isolated mouse mitochondria, Ca2+ swelling absorbance, 30 min; inhibition, % at 10 µM; 360,000 compounds, 1.4% hits;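 active means inhibition of 50% or more, scaled per plate between neutral and stimulator controls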;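 further: 0% = DMSO wells given calcium and 100% = 1 mM EGTA wells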
Active calls of the source: *; . = no result given.

molecule	CCR6 antagonist	APOBEC3G inh	EBI2 antag	CXCR6 inh	NR3A LBD binder	Gli-Sufu antag	APOBEC3A inh	MPTP inh
COc1cccc2c(=O)c3cccc(N)c3[nH]c12	3	17	-7	-1	-3	-4	13	2.8
O=C(COc1ccc2ccccc2c1)NNC(=O)c1cnccn1	-5	-10	-14	1	-2	1	-1	2.8
O=C(CCSc1ccccc1)NCC1CCCO1 (centres undefined)	4	2	-2	-4	17*	-19	4	-1.8
CSc1ccc(CCNC(=O)CCc2nnc3ccc(N4CCCC4)nn23)cc1	-2	-12	9	0	0	0	-4	-3.3
NC(=O)c1ccc(Nc2ccc3nonc3c2[N+](=O)[O-])cc1	-23	-6	-9	-4	-1	-9	-13	-1.4
Cn1cc(/C=C(\C#N)C(=O)Nc2ncc(Cc3ccc(Cl)cc3)s2)c2ccccc21	26	-2	0	1	-3	0	2	1.3
O=S(=O)(/C=C/c1ccccc1)NCCc1ccccn1	6	0	-3	3	0	-1	7	-1.0
CCCc1ccc(OCc2ccc(C(=O)N3CCSCC3)o2)cc1	15	-6	15	-5	3	-56	-1	1.3
O=C(c1ccccc1)N(CCN1CCOCC1)C1(C(=O)Nc2ccccc2)CCCCC1	6	-7	-11	-1	0	-23	-3	1.5
COc1ccc(NC(=O)COC(=O)CC2CCCC2)cc1	6	-5	-12	0	0	2	-3	1.4
CC1=C([N+](=O)[O-])C(c2ccccc2)C2=C(N1)c1ccccc1C2=O (centres undefined)	45	-7	6	19	0	31	2	88*
CCN1CNC(=S)N(C(C)c2ccccc2)C1 (centres undefined)	17	-7	-9	0	-1	-8	-5	-0.4
O=C(NCCCN1CCCC1=O)Nc1ccc([N+](=O)[O-])cc1	4	-11	-2	4	-2	-6	-5	25
COc1ccc(S(=O)(=O)N2CCCCC2)cc1NC(=O)CCc1cc(OC)c(OC)c(OC)c1	-4	.	0	6	0	-2	.	-0.7
OC(COc1c(F)cc(Br)cc1F)CN1CCN(c2ccc(F)cc2)CC1 (centres undefined)	-9	-4	23	4	-4	-7	-5	0.3
COc1ccccc1Nc1ncccc1C(=O)NCc1ccccc1	11	-7	10	8	-29	6	-1	-1.4
N=c1c2c3c(sc2ncn1Nc1ccccc1)CCC3	45	-5	11	32	-1	10	-1	1.6
COc1cccc(/C=N/NC(=O)CCNc2n[nH]c(=O)[nH]c2=O)c1OC	-4	-4	5	8	-2	3	6	-0.9
C=CCN1C(=O)C(O)(CC(=O)c2ccco2)c2cc(Br)ccc21 (centres undefined)	-9	0	-8	-13	-2	-3	0	0.2
O=C(CSc1nnnn1C1CCCCC1)Nc1ccc2c(c1)OCO2	13	1	-6	-1	9	-4	1	-1.1
Cc1onc(-c2c(Cl)cccc2Cl)c1C(=O)N1CCc2ccccc21	1	-7	18	2	-1	1	-1	-1.0
CC1CC(C)CN(CCCNC(=O)c2ccc3c(c2)N(Cc2ccccc2)C(=O)c2ccccc2S3=O)C1 (centres undefined)	47	0	1	19	-2	26	-3	1.7
O=C1OC/C(=C(/O)c2ccc(Cl)cc2)C1=O	10	-2	-10	2	2	-45	-1	0.3
COCCNC(=O)COc1ccc(C)cc1C(=O)c1cc(C#N)c(=O)n(C2CC2)c1	-1	-7	-3	7	-1	-10	1	-0.9
CCCCOc1ccc(C(=O)NCCc2ccccc2)cc1	7	0	-2	2	-440	-19	-1	1.4
Cc1ccc(S(=O)(=O)N2CCOCC2)cc1NC(=O)CSc1nccn1C	14	-6	-14	11	-1	-16	-1	-2.9
C[C@H](CO)N1C[C@H](C)[C@@H](CN(C)C(=O)Nc2ccc3c(c2)OCO3)Oc2c(NC(=O)Nc3ccc(C(F)(F)F)cc3)cccc2C1=O	0	0	-4	-12	21*	4	3	0.3
COc1ccc(CCNC(=O)CC(c2ccccc2)c2cccc(C)c2O)cc1OC (centres undefined)	13	-5	42	-18	0	29	-3	6.2
CN(CC1CCCCO1)C(=O)c1cc(COc2ccc(F)cc2Cl)on1 (centres undefined)	9	-5	0	9	4	-12	0	-0.5
CC1=NN(c2ccccc2)C(=O)/C1=C\c1cc(C)n(C)c1C	26	-9	-9	16	-1	7	-2	3.2
Cc1ccc(S(=O)(=O)N(C)c2ccc(OCC(=O)Nc3ccc(S(C)(=O)=O)cc3)cc2)cc1	18	.	0	-12	-4	-3	.	0.1
COc1ccc([C@]2(C(C)C)ON(c3ccccc3C(F)(F)F)C2=O)cc1	15	-5	-12	-5	3	-9	1	-0.6
CC(C)CCC(C)NC(=O)C1CCN(S(=O)(=O)/C=C/c2ccccc2)CC1 (centres undefined)	5	4	8	-12	2	23	2	-2.6
N#C/C(=C\c1ccc(OC(F)F)cc1)C(=O)N1CCCCC1	-4	6	8	-2	-5	-15	3	0.5
CN(C)CCNc1nc2c(c(=O)[nH]c(=O)n2C)n1CCOc1ccccc1	-1	-7	-2	-4	-1	6	-2	0.1
CCCCOc1ccc(CN2CCCCC2)cc1	0	8	-5	-3	2	9	2	1.9
COC(=O)C1=C(C)NC(C)=C(C(=O)OC)C1C(=O)OCC(=O)Nc1ccc(C(C)=O)cc1	11	-10	-6	1	1	-2	0	0.6
CSc1ncnc2[nH]ccc12	-3	.	-5	5	1	2	.	-0.4
O=C(Cn1c(=O)n(Cc2ccco2)c(=O)c2ccccc21)NCC1CCCO1 (centres undefined)	14	-3	4	6	-4	4	-2	-3.8
O=C(COC(=O)c1n[nH]c2ccccc12)Nc1ccc(Cl)cc1[N+](=O)[O-]	3	-6	2	-15	-2	-2	1	-1.2
COC(=O)c1cc(NC(=O)c2ccc(OC)cc2)c(=O)oc1C	5	-7	-9	-7	-2	-3	-5	1.0
O=C(COc1ccc(-c2ccccc2)cc1)N1CCN(C(=O)c2cccs2)CC1	3	-9	28	-3	0	-3	-1	1.0
COc1ccc(OC)c(NC(=O)CSc2nc(=O)n(CCN3CCOCC3)c3c2CCCC3)c1	10	2	6	-1	-2	6	0	-1.4
CCOc1cc(/C=C/C(=O)c2ccc(OC)c(CN3CCOCC3)c2)cc(Br)c1O	23	-29	30	11	1	30	0	1.6
CCCn1c(C)cc(=O)c2cc(NC(=O)c3cnccn3)ccc21	13	3	9	6	1	10	2	-1.1
COc1ccc(NC(=S)N2c3ccccc3CC2C)cc1OC (centres undefined)	12	3	14	-2	0	2	-3	0.9
O=C(NNc1cc(Cl)cc(Cl)c1)C1CCC1	4	-2	-11	4	0	1	-2	5.5
CCc1ccc(/C=C/C(=O)C2C(=O)c3ccccc3C2=O)cc1	13	-1	-2	7	-5	-59	-1	-4.1
CCOc1ccccc1/C=N/Nc1ccc(Cl)nn1	2	-7	-10	6	-1	.	1	1.4
O=C(NCC1(c2ccccc2)CCCC1)C(=O)N1CCOCC1	6	-5	2	8	1	-10	-5	-0.4
CC(=O)c1cccc(NC(=O)CC2S/C(=N/N=C/c3cccs3)NC2=O)c1 (centres undefined)	7	-4	-1	-8	-4	1	1	0.6
O=C(NC(=S)Nc1ccc(Cl)c(C(=O)O)c1)c1cccc(COc2ccccc2)c1	30	1	1	16	-3	-3	0	1.1
O=C(Cc1ccccc1)Nc1ccc(N2CCCCC2)cc1	11	-3	-3	-5	-1	-108	-1	-0.2
O=[N+]([O-])/C(=C\Nc1ccc(F)cc1F)S(=O)(=O)c1ccccc1	-2	-4	-4	2	-1	8	0	1.0
O=C(Nc1ccccc1C(=O)O)c1cccc(NC(=O)c2ccc(Br)o2)c1	2	1	-5	4	2	-27	3	0.0
CC(=O)C1=C(O)C(=O)N(CCc2c[nH]c3ccccc23)C1c1ccco1 (centres undefined)	-9	12	-4	-6	-1	9	16	0.9
Cc1ccc2cc(C#N)c(SCC(=O)NNC(=O)Cc3ccccc3)nc2c1	18	.	-6	3	4	-4	.	-1.1
CCC(=O)N1CCN(c2ccc(NC(=O)c3cccs3)cc2)CC1	-7	-5	2	-18	0	-14	3	-0.4
C=CCNC(=O)C1CCN(c2cnccn2)CC1	-8	-9	2	-1	-1	6	-2	1.4
COc1cccc(CNC(=O)C2=Cc3cccc(OC)c3OC2)c1	4	-8	-5	-2	1	25	0	-0.3

Additional compounds follow.
molecule	CCR6 antagonist	APOBEC3G inh	EBI2 antag	CXCR6 inh	NR3A LBD binder	Gli-Sufu antag	APOBEC3A inh	MPTP inh
CCOC(=O)N1CCN(C(=O)CSCc2ccc(Cl)cc2)CC1	-10	-5	3	1	8	-8	-3	-1.7
Cc1ccc(C)c(SCC(=O)Nc2ccc(S(=O)(=O)Nc3ncccn3)cc2)c1	14	2	-17	-12	0	-6	10	3.3
Cc1ccc(-c2nnc(SCC(=O)NC(=O)Nc3ccc(C)cc3C)n2N)cc1	2	-6	-2	9	-3	-1	-2	-0.1
CCc1ccc(Nc2cnn(C34CC5CC(CC(CC(=O)O)(C5)C3)C4)c(=O)c2Cl)cc1	11	-3	-6	1	-1	0	-1	1.6
O=C(Cn1c(/C=C/c2ccccc2)nc2ccccc21)Nc1ccc(F)cc1	5	-2	20	8	14*	-10	8	42
Cc1ccc(Cc2c(C)nc3nc(SCC(=O)NCCCN4CCCCCC4)nn3c2C)cc1	3	-37	.	.	-2	10	-7	.
O=C(CN1c2cccc3cccc(c23)S1(=O)=O)N1CCN(c2ccccc2)CC1	10	-7	3	-1	0	-2	-4	-0.7
Cc1ccc2cc(S(=O)(=O)NCCCC(=O)O)ccc2c1	-22	0	0	0	0	4	-1	-0.2

Record cards, as listed above. Order of screens: CCR6 antagonist, APOBEC3G inh, EBI2 antag, CXCR6 inh, NR3A LBD binder, Gli-Sufu antag, APOBEC3A inh, MPTP inh
Record of O=C(CN1c2cccc3cccc(c23)S1(=O)=O)N1CCN(c2ccccc2)CC1 = 10, -7, 3, -1, 0, -2, -4, -0.7
Record of CCc1ccc(Nc2cnn(C34CC5CC(CC(CC(=O)O)(C5)C3)C4)c(=O)c2Cl)cc1 = 11, -3, -6, 1, -1, 0, -1, 1.6

Among those listed so far, these have an aryl methoxy group.
molecule	CCR6 antagonist	APOBEC3G inh	EBI2 antag	CXCR6 inh	NR3A LBD binder	Gli-Sufu antag	APOBEC3A inh	MPTP inh
COc1cccc2c(=O)c3cccc(N)c3[nH]c12	3	17	-7	-1	-3	-4	13	2.8
COc1ccc(NC(=O)COC(=O)CC2CCCC2)cc1	6	-5	-12	0	0	2	-3	1.4
COc1ccc(S(=O)(=O)N2CCCCC2)cc1NC(=O)CCc1cc(OC)c(OC)c(OC)c1	-4	.	0	6	0	-2	.	-0.7
COc1ccccc1Nc1ncccc1C(=O)NCc1ccccc1	11	-7	10	8	-29	6	-1	-1.4
COc1cccc(/C=N/NC(=O)CCNc2n[nH]c(=O)[nH]c2=O)c1OC	-4	-4	5	8	-2	3	6	-0.9
COc1ccc(CCNC(=O)CC(c2ccccc2)c2cccc(C)c2O)cc1OC (centres undefined)	13	-5	42	-18	0	29	-3	6.2
COc1ccc([C@]2(C(C)C)ON(c3ccccc3C(F)(F)F)C2=O)cc1	15	-5	-12	-5	3	-9	1	-0.6
COC(=O)c1cc(NC(=O)c2ccc(OC)cc2)c(=O)oc1C	5	-7	-9	-7	-2	-3	-5	1.0
COc1ccc(OC)c(NC(=O)CSc2nc(=O)n(CCN3CCOCC3)c3c2CCCC3)c1	10	2	6	-1	-2	6	0	-1.4
CCOc1cc(/C=C/C(=O)c2ccc(OC)c(CN3CCOCC3)c2)cc(Br)c1O	23	-29	30	11	1	30	0	1.6
COc1ccc(NC(=S)N2c3ccccc3CC2C)cc1OC (centres undefined)	12	3	14	-2	0	2	-3	0.9
COc1cccc(CNC(=O)C2=Cc3cccc(OC)c3OC2)c1	4	-8	-5	-2	1	25	0	-0.3

High-throughput results: PubChem BioAssay, Sanford-Burnham Center for Chemical Genomics
